From PubChem BioAssay
All columns: NCI-60 one-dose screen, growth in % after 48 h at 10 µM unless noted; 100 = growth as untreated, 0 = no growth, -100 = all killed.
TK-10: TK-10 renal cancer cells | 81,000 compounds, 3.9% hits
IGROV1: IGROV1 ovarian cancer | 79,000 compounds, 4.7% hits | AID 1794786
NCI/ADR-RES: NCI/ADR-RES ovarian cells; 81,000 compounds, 4.4% hits; AID 1794790
786-0: 786-0 renal cancer cells; 81,000 compounds, 5.1% hits; AID 1794775
ACHN: ACHN renal cancer. 81,000 compounds, 4.9% hits
CAKI-1: CAKI-1 renal cancer; 75,000 compounds, 4.7% hits; AID 1794772
UO-31: UO-31 renal cancer | 81,000 compounds, 5.2% hits | AID 1794768
SN12C: SN12C renal cancer cells. 81,000 compounds, 3.8% hits. AID 1794767
An asterisk follows results filed as active; / = not tested or not shown; & = joins results of further samples. The calls were made as follows: active = growth percent below 10; inactive = the rest.

Compound	TK-10	IGROV1	NCI/ADR-RES	786-0	ACHN	CAKI-1	UO-31	SN12C
FC(F)(F)c1ccc(-c2nc(-c3nc4ccc(Cl)cc4[nH]3)cc3c2[nH]c2ccccc23)cc1	91	59	76	94	68	89	43	64
CCOC(=O)C1(CCOC)CCCCC1=O (configuration not stated)	119	108	104	103	100	96	88	101
COc1ccc(-c2nc3sc(C4CC4)nn3c2/C=C2/C(=O)Nc3cc(Cl)ccc32)cc1	121	104	76	92	88	82	82	85
CCCCCCCC(=O)OC1CCCCC1C (configuration not stated)	100	101	105	107	103	93	87	102
COc1ccc(C(C)=O)cc1OC	84&109	106&97	103&113	97&114	101&105	101&104	97&77	103&91
CCCc1n(Cc2ccc3ccccc3n2)cc[n+]1Cc1ccc2ccccc2c1	-4.7*	3.7*	96	35	82	/	74	-0.2*
c1ccc(-c2nc3ccccc3s2)cc1	/	75	96	105	87	80	67	89
C#CCOc1ccccc1C(OC(=O)c1cccc(Cl)c1)C(=O)NC(C)(C)C(C)(C)C (configuration not stated)	111	58	81	85	87	64	65	89
COc1ccccc1S(=O)Nc1ccccc1 (configuration not stated)	101	107	105	103	107	98	86	94
COC(=O)c1cc(Cl)ccc1NCC(N)c1ccccc1 (configuration not stated)	103&83	87&85	86&81	86&80	104&102	81&76	62&61	92&88
COc1ccc(-c2cc(-c3ccc(Cl)cc3)nc(SCCCCCC(=O)NO)n2)cc1OC	94	86	95	103	93	80	56	92
CSc1nc(NCC(C)C)c(C#N)c(-c2cccc(N)c2)n1	122	98	102	102	98	75	75	96
CCCCNCCOC(=O)c1ccc(OCCCC)c(N)c1	107	/	98	98	100	102	95	/
CC(OCCCl)OCc1ccc2c(c1)OCO2 (configuration not stated)	102	/	112	118	105	99	80	/
Cc1ccc2c(O)c(O)cc(NC(C)CCCN)c2n1 (configuration not stated)	104	86	91	96	108	87	97	32
Nc1c(C(=O)Nc2ccccn2)sc2nc3c(cc12)C(O)CCC3 (configuration not stated)	47	48	18	33	46	29	44	44
S=c1nc2oc(-c3ccccc3)c(-c3ccccc3)c2c(/N=C\c2cccs2)[nH]1	99	86	102	94	90	78	72	96
NC[C@H]1O[C@H](O[C@H]2[C@H](O)[C@@H](O[C@H]3O[C@H](CO)[C@@H](O)[C@H](N)[C@H]3O)[C@H](N)C[C@@H]2N)[C@H](N)C[C@@H]1O	116	108	114	103	104	105	107	102
Clc1ccc(SCCSCCSc2ccc(Cl)cc2)cc1	102	104	108	95	105	91	91	96
Cc1cc(Cl)cc2c1OCOC2	98	90	109	102	107	107	87	105
Cc1cc(N(CCNc2ccnc3cc(Cl)ccc23)Cc2ccc3c(c2)OCO3)nc(N2CCN(C)CC2)n1	-25*	52	41	-6.4*	-21*	/	2.6*	61
Cc1nccn1CC(=O)c1ccccc1	101	106	100	112	102	90	96	94
COc1cc(-c2csc(NC(=O)Nc3cc(Cl)cc(Cl)c3)n2)cc(OC)c1OC	-69*	-59*	5.2*	-29*	-33*	/	-66*	-84*
COc1ccc(C2NC(=O)C(C#N)c3c2sc2c(F)cccc32)cc1 (configuration not stated)	113	41	27	71	44	40	37	61
O=C(Nc1ccc(OS(=O)(=O)c2ccc(C(F)(F)F)cc2)cc1)C1CCCCCC1	106	106	96	103	97	83	99	90
CCC/C=C/C=N/NC(=S)NC1CCCCC1	109	115	104	104	102	101	88	64
CC(C)NNC(=O)c1ccccc1	114	102	104	99	98	104	96	99
CN(Cc1ccccc1)/N=N/c1nc[nH]c1C(N)=O	77	108	103	100	101	81	71	95
COC1=C(OC)C(=O)C(CCCCCCCCCC[P+](c2ccccc2)(c2ccccc2)c2ccccc2)=C(C)C1=O	-57*	-32*	61	-58*	-26*	-41*	-18*	-75*
c1ncc2c(n1)-c1c[nH]cc1CC2	112	/	112	109	101	103	94	104

Record cards (already shown). Screens in order: TK-10, IGROV1, NCI/ADR-RES, 786-0, ACHN, CAKI-1, UO-31, SN12C
CCC/C=C/C=N/NC(=S)NC1CCCCC1 reads 109, 115, 104, 104, 102, 101, 88, 64
c1ncc2c(n1)-c1c[nH]cc1CC2 reads 112, /, 112, 109, 101, 103, 94, 104

(more compounds)
Compound	TK-10	IGROV1	NCI/ADR-RES	786-0	ACHN	CAKI-1	UO-31	SN12C
CSc1ccc(NCc2cn(-c3ccc(C(F)(F)F)cc3)nc2-c2ccc(C(=O)O)cc2)cc1	98	93	96	99	96	92	71	93
Cc1cc(C)n(C(=O)Cn2cnc3sc(C(N)=O)c(C)c3c2=O)n1	108	/	108	111	99	/	117	99
CCOC(=O)C1=C(C)OC(N)=C(C#N)C1c1cc(=O)oc2ccc(OC)cc12 (configuration not stated)	109	108	108	102	112	/	92	108
CCOC(=O)c1cnc2ccc(C)cn2c1=O	110	120	101	108	109	86	92	100
Brc1ccc(Nc2c(-c3c[nH]c4ccccc34)nc3sc4ccccc4n23)cc1	120	95	101	101	102	74	67	91
COc1ccc[nH]c1=O	106	122	103	107	107	91	102	112
Cc1ccc(C(=O)Nc2ccc(C(=O)NC(=S)Nc3ccc(S(N)(=O)=O)cc3)cc2)cc1	98	97	92	101	101	88	69	92
CCCCNc1ccc([N+](=O)[O-])cc1[N+](=O)[O-]	117	94	105	95	97	/	74	108
COc1ccc(C(=O)c2c(N)c(C#N)cn2-c2ccc(Br)cc2C)cc1	111	94	102	98	97	85	86	89
O=C1OC(C(O)CO)C(O)=C1O (configuration not stated)	122	/	37	99	105	113	90	101
Cc1ccc2nc(-c3ccc(OCC(=O)N=Nc4c(O)[nH]c5ccc(Cl)cc45)cc3)[nH]c2c1	116	99	104	102	104	95	95	97
CC(=O)c1sc(-c2ccc(C)cc2)cc1O	104	114	115	95	114	111	93	97
c1ccc(-c2cn3ccnc3c(-c3ccc4c(c3)ncn4C3CCCCC3)n2)cc1	106	106	100	92	104	/	79	95
Cc1ccccc1-c1ccccc1	84	120	111	98	100	93	94	97
COC1=CC(CO[Si](C)(C)C)=CC2C(O)c3ccccc3N3C(=O)COC123 (configuration not stated)	166	67	105	102	94	81	66	95
CCCCCNC(=O)C(O)C(O)C(=O)NCCCCC (configuration not stated)	101	104	107	103	96	92	89	101
O=C(CSc1n[nH]c(-c2ccncc2)n1)c1ccc(Cl)cc1	118	101	101	94	98	86	91	92
COCCCn1c(-c2cc(OC)c(OC)c(OC)c2)nn2c(=O)c3ccccc3nc2c1=O	108	104	107	103	98	93	84	103
O=C1c2c(c3c4ccc(Br)cc4oc3c3[nH]c4ccccc4c23)C(=O)N1CCN1CCCCC1	123	51	78	89	71	58	48	87
COc1cc(C2CC(=O)Nc3c2ncn3-c2ccc(Cl)cc2)cc(OC)c1OC (configuration not stated)	88	104	100	87	97	89	83	98
O=C(N=Nc1c(O)[nH]c2ccccc12)c1cnc2n(c1=O)CCCCC2	105	107	102	93	104	102	88	95
COc1ccc(C(=O)Nn2c(NCC(=O)N3c4ccccc4Sc4ccccc43)nnc2-c2ccc(O)cc2)cc1	109	110	98	100	103	107	98	95
CCC[C@@]12Cc3ccccc3N[C@@H]1N(C)c1ccccc12	105	90	99	98	95	107	76	104
c1ccc2c(c1)CN(C1CCCCC1)CO2	118	110	112	116	110	100	84	106
CS(=O)(=O)CC(=N\N)/C(CS(C)(=O)=O)=N/N	109	111	108	102	108	99	92	105
O=C(C1=Cc2cccn2Cc2cnnn21)c1ccc(O)cc1	102	101	105	97	101	93	80	98
COc1ccc(C2=Cc3ccc(OC(C)=O)cc3OC2)cc1	102	102	85	100	81	88	49	87
COc1ccc(-n2c(-c3ccccc3)c(-c3ccccc3)c3c(SCC(=O)N/N=C/c4ccc(Cl)cc4)ncnc32)cc1	108	88	87	92	101	88	74	99
C[C@@H]1CCCN1Cc1nc2ccc(NC(=O)c3ccc4c(cnn4C)c3)cc2[nH]1	102	109	112	101	112	100	96	98
O=C(NNC(=O)c1ccncc1)C1=CN=C2Sc3cc(F)ccc3N2[C@H]1c1ccccn1	90	103	93	97	96	92	90	/
Nc1ccc(Cl)c(C(=O)O)c1	99	/	91	96	98	97	99	108
O=[N+]([O-])c1cc([N+](=O)[O-])c(N2CCCC2)cc1NN=C(c1ccc(O)cc1)c1ccc(O)cc1	131	/	34	0.7*	47	92	-78*	128
Cc1ccc(-c2nc3sc(C)nn3c2-c2nc3ccc(Cl)cc3[nH]2)cc1	99	95	91	88	83	93	54	96
COc1cc(OC)c2c(c1)O[C@@]1(OC)[C@H](c3ccccc3)C[C@@H](O)[C@@]21O	98	109	96	102	103	93	84	102
Cc1ccc2sc3c(c2c1)Oc1nc[nH]c(=O)c1C3c1ccc(Cl)cc1 (configuration not stated)	145	78	98	100	96	75	59	87
CNCC(C)C(Cl)c1ccccc1 (configuration not stated)	109	101	108	103	97	92	90	107
CCOC(=O)c1c(NC(=O)c2ccc(F)cc2F)sc2c1CCC(=O)C2	124	100	97	100	96	80	84	99
CCCCCCCOC(=O)Nc1ccc(OCC)cc1	108	94	112	99	108	88	28	99
CC(=O)Nc1ccc(/C=N/N2CCCCCC2)cc1	114	111	103	91	79	93	94	83
O=C(c1ccccc1)c1ccc(Sc2ccc([N+](=O)[O-])cc2)cc1	81	107	81	69	83	80	73	83
CCSc1ncc(Br)c(Sc2nc(N)nc3nc[nH]c23)n1	73	89	33	34	78	58	70	81
CC(=O)c1ccc(NC2CCC(=O)N2)cc1 (configuration not stated)	97	101	103	99	99	87	84	94
O=C(O)CCC(=O)/C=C/c1cc(Cl)ccc1O	117	117	104	96	103	92	85	102
O=C(CC(=O)C(F)(F)C(F)(F)C(F)(F)F)c1ccco1	/	103	100	103	106	97	82	107

A draw from above in order of count of non-hydrogen atoms, descending:
Compound	TK-10	IGROV1	NCI/ADR-RES	786-0	ACHN	CAKI-1	UO-31	SN12C
COc1ccc(-n2c(-c3ccccc3)c(-c3ccccc3)c3c(SCC(=O)N/N=C/c4ccc(Cl)cc4)ncnc32)cc1	108	88	87	92	101	88	74	99
COc1ccc(C(=O)Nn2c(NCC(=O)N3c4ccccc4Sc4ccccc43)nnc2-c2ccc(O)cc2)cc1	109	110	98	100	103	107	98	95
O=[N+]([O-])c1cc([N+](=O)[O-])c(N2CCCC2)cc1NN=C(c1ccc(O)cc1)c1ccc(O)cc1	131	/	34	0.7*	47	92	-78*	128
O=C(NNC(=O)c1ccncc1)C1=CN=C2Sc3cc(F)ccc3N2[C@H]1c1ccccn1	90	103	93	97	96	92	90	/
C[C@@H]1CCCN1Cc1nc2ccc(NC(=O)c3ccc4c(cnn4C)c3)cc2[nH]1	102	109	112	101	112	100	96	98
CCOC(=O)c1c(NC(=O)c2ccc(F)cc2F)sc2c1CCC(=O)C2	124	100	97	100	96	80	84	99
O=C(c1ccccc1)c1ccc(Sc2ccc([N+](=O)[O-])cc2)cc1	81	107	81	69	83	80	73	83
O=C(C1=Cc2cccn2Cc2cnnn21)c1ccc(O)cc1	102	101	105	97	101	93	80	98
CCSc1ncc(Br)c(Sc2nc(N)nc3nc[nH]c23)n1	73	89	33	34	78	58	70	81
CCCCCCCOC(=O)Nc1ccc(OCC)cc1	108	94	112	99	108	88	28	99
CC(=O)Nc1ccc(/C=N/N2CCCCCC2)cc1	114	111	103	91	79	93	94	83
O=C(O)CCC(=O)/C=C/c1cc(Cl)ccc1O	117	117	104	96	103	92	85	102
CS(=O)(=O)CC(=N\N)/C(CS(C)(=O)=O)=N/N	109	111	108	102	108	99	92	105
CNCC(C)C(Cl)c1ccccc1 (configuration not stated)	109	101	108	103	97	92	90	107
Nc1ccc(Cl)c(C(=O)O)c1	99	/	91	96	98	97	99	108
